Assay outcomes deposited in PubChem by several laboratories.
TNFa cytotox: HUVEC cytotoxicity counter-screen, TNF alpha stimulated; HUVEC TNFalpha-stimulated, Hoechst cell count, imaging; cell count reduction, % at 2 µM; actives 0.17% (n = 93,000);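 active means cell count reduction exceeding the screen mean by over 5 SD, scaled to untreated wells per plate, cut at about 78% in these data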;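 further: cells counted after 24 h of TNF alpha exposure following the 1 h pretreatment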
sEH inh: soluble epoxide hydrolase (human) inhibition. AID 707. actives 0.34% (n = 91,000). recombinant human sEH enzymatic activity assay. inhibition, % at 2 µM; in the data active means inhibition above about 80%; further: values of inactives mirror those of a sister screen read the other way; many of its hits are not listed in these tables
Target sequence (P34913 whole entry, looked up): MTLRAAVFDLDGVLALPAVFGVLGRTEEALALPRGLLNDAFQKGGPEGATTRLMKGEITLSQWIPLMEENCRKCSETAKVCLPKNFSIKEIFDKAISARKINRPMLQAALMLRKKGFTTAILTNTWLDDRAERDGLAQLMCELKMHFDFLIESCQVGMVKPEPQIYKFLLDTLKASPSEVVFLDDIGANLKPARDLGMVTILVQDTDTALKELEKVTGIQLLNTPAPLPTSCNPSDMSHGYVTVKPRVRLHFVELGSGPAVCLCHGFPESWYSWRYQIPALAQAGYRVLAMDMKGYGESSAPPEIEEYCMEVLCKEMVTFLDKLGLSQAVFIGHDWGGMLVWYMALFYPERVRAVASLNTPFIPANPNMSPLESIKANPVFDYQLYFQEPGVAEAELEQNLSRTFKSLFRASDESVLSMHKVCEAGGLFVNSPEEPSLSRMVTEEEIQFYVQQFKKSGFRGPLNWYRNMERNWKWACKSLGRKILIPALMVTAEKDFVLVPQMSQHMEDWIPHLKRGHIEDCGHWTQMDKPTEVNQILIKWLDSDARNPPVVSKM
ERb SRC1 inh: ER-beta (human) coactivator binding inhibition; inhibition, % at 25.6 µM; actives 1.3% (n = 86,000); TR-FRET ER-beta LBD / SRC1-Cy5 peptide binding; receptor agonist-loaded with 1 µM estradiol;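 active means compounds whose percent inhibition of the receptor-coactivator binding signal exceeds about 50% in the single-dose screen, limit read from the data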;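 further: 0% = receptor plus peptide wells without compound and 100% = peptide-only wells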
Smad3 FoxH1 inh: inhibitors of human Smad3 transcription factor binding. inhibition, % at 25 µM. TR-FRET Smad3/Dy647-FoxH1 peptide binding, europium anti-His. AID 630. P84022. actives 0.29% (n = 88,000);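 active means compounds that reduce the energy-transfer binding signal between the protein and its labelled peptide by more than half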;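 further: 0% = Smad3 plus labelled peptide maximal FRET and 100% = peptide-only background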
Target sequence (P84022 whole entry, looked up): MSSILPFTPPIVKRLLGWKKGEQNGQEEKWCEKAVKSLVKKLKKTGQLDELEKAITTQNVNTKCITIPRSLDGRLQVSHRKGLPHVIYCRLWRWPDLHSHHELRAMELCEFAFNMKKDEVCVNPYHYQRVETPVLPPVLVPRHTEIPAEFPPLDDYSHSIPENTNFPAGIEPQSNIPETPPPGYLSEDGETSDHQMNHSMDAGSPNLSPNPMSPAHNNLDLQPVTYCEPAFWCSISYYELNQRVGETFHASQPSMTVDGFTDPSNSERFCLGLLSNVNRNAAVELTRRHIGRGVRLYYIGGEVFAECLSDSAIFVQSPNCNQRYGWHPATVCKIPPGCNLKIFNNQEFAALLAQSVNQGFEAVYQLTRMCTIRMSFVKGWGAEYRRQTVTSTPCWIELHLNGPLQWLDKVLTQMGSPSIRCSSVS
VCAM1 TNFa inh: reduces TNF alpha induced VCAM1 expression in HUVEC; HUVEC TNFa-induced VCAM-1 immunofluorescence, high-content imaging; AID 802; actives 0.48% (n = 95,000); inhibition, % at 2 µM;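 active means inhibition above the batch mean plus 3 SD, with images confirmed as a hit by eye, cut at about 37% in these data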;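 further: 0% = TNF-stimulated DMSO wells and 100% = unstimulated control wells; not every result past the cut was called active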
sEH activator: soluble epoxide hydrolase (human) activation. P34913. purified human sEH enzymatic activity, activator screen. activation, % at 2 µM. actives 0.04% (n = 91,000). AID 717; in the data active means activation above about 37%; further: values of inactives mirror those of a sister screen read the other way
cytoskel mod: cytoskeleton assembly modification; actives 0.18% (n = 91,000); inhibition, % at 2 µM; AID 836; HUVEC TNFa F-actin phalloidin imaging, high content;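 active means inhibition above the batch mean plus 3 SD and confirmed as a hit by visual image inspection, cut at about 30% in these data, passing the limit was not always enough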; further: strong numbers were not always called active
Calb biofilm kill: kills Candida albicans biofilms. C. albicans biofilm + clotrimazole, Alamar Blue. inhibition, % at 6 µM. actives 0.14% (n = 85,000);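 active means inhibition above 20%; inactive means inhibition below 20%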;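 further: preformed 24 hr biofilms exposed to compound for 48 hr; 0% = biofilm without compound and 100% = blank killed by clotrimazole plus chlorhexidine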
HUVEC tox IL1B: toxic to HUVEC cells under IL-1B stimulation; AID 845; HUVEC cell count loss, Hoechst imaging, IL-1B stimulated; cell count reduction, % at 2 µM; actives 0.41% (n = 94,000);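 active means cell count reduction more than 3 SD above the screen-wide mean, cut at about 70% in these data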;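 further: normalized per plate to untreated control cells as the no-loss baseline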
* hit, by the source's call; nt = no result given; [ ] = dose if it differs, or a comment. Not all compounds are listed. The share of hits here may be higher or lower than overall.

Screens in order – sEH inh	VCAM1 TNFa inh	Smad3 FoxH1 inh	cytoskel mod	ERb SRC1 inh	HUVEC tox IL1B	sEH activator	Calb biofilm kill	TNFa cytotox
> COc1ccccc1-n1cnc2cc(NC(=O)c3ccco3)ccc21
 : 6	-10	-1	-17	-10	-14	-6	8	-6
> COc1ccc(S(=O)(=O)N2CCCC2C(=O)Nc2nc3c(s2)CCCC3)cc1 (stereo unspecified)
 : -8	8	-4	10	7[fluorescence artefact?]	10	8	3	-13
> COc1cccc(-c2cc(C(=O)Nc3cnn(Cc4ccc(F)cc4)c3)no2)c1
 : -14	-10	-5	-7	-2	13	11	-2	-3
> CC(=O)Nc1ccc(S(=O)(=O)N(C)CC(=O)OCC(=O)N2CCc3ccccc32)cc1
 : 4	4	nt	9	nt	-23	-6	nt	-29
> COC(=O)c1cc2nc(-c3ccc(OC)cc3)cc(C(F)(F)F)n2n1
 : -12	16	-10	-4	9	-16	10	4	-30
> COc1ccccc1C1C(C#N)=C(N)Oc2cc(C)n(CCCn3ccnc3)c(=O)c21 (stereo unspecified)
 : -2	-19	9	4	-3	-26	4	9	-23
> CCn1c(SCC(=O)N2CCCCC2C)nnc1-c1ccc(S(=O)(=O)N2CCN(C)CC2)cc1 (stereo unspecified)
 : 6	-14	3	9	7[fluorescence artefact?]	-2	-6	-1	-13
> CC(=O)c1ccc(S(=O)c2ccccc2)cc1 (stereo unspecified)
 : -6	6	nt	-20	nt	-15	9	nt	-7
> Cc1cc(C)c2c(-n3cccc3)c(C(=O)NNS(=O)(=O)c3ccc(F)cc3)sc2n1
 : -9	-12	nt	-2	nt	12	11	nt	12
> Cc1nc2sc(C(c3ccc(Cl)cc3)N3CCN(c4ccccc4F)CC3)c(O)n2n1 (stereo unspecified)
 : 13	10	4	-27	-12	-1	-10	nt	-27
> Cc1nc(Nc2ccccc2)[nH]c(=O)c1CCC(C)C
 : 13	-54	1	9	-10[fluorescence artefact?]	48	-12	1	7
> COc1ccc(N(CC(=O)Nc2ccccc2SC)S(C)(=O)=O)cc1OC
 : 11	-1	4	-9	7	13	-8	6	-13
> Cc1nnc(SCC(=O)NCc2cccs2)[nH]c1=O
 : nt	1	23[fluorescence artefact?]	-8	-19	-33	nt	6	-24
> CCOC(=O)C1CCN(Cc2cnc(Oc3ccc(N)cc3)s2)CC1
 : 13	-5	nt	1	nt	-5	-11	nt	-2
> COc1ccc(N(CC(=O)N2CCc3ccccc3C2)S(C)(=O)=O)cc1OC
 : 6	-12	2	nt	-6	2	-7	1	-10
> C=CCNCCCCOc1ccc(C)cc1[N+](=O)[O-]
 : -8	6	nt	-13	nt	-70	6	nt	-14
> CCN(CC)S(=O)(=O)c1cccc(-c2nnc(-c3ccc(C)cc3)o2)c1
 : -1	1	3	7	5[fluorescence artefact?]	17	3	-4	26
> O=C(Nc1ccc2c(c1)OCO2)c1cc2n(n1)C(C(F)(F)F)CC(c1ccccc1)N2 (stereo unspecified)
 : nt	10	-5	-2	-14	-37	nt	4	7
> O=C(CSc1nnnn1-c1cccc2c1CCCC2)NC1CCCC1
 : 54	-10	16	0	-5	-2	-54	7	-14
> COc1ccc(OC)c(-c2cc(C(=O)N3CCCc4ccccc43)no2)c1
 : -11	-16	7	-23	-6	30	12	4	4
> COc1cc(-c2ccc(NC(=O)CN3CCC(C)CC3)c(OC)c2)ccc1NC(=O)CN1CCC(C)CC1
 : -12	4	nt	-1	nt	4	15	nt	-4
> O=C(COc1ccccc1O)Nc1ccc(Cl)cc1
 : -1	-23	0	nt	4[fluorescence artefact?]	-76	3	-3	-2
> O=C(NCC1CCCO1)C1CCC(=O)N1Cc1ccc(F)cc1 (stereo unspecified)
 : 3	1	0	1	-5	-18	0	12	3
> O=C(CCCn1c(=O)[nH]c2cc(Cl)ccc2c1=O)NCCCN1CCCC1
 : 11	-9	-4	-2	0[fluorescence artefact?]	5	-9	5	-13
> C=CCOn1c(=O)c(-c2ccc(OC)c(OC)c2)[n+]([O-])c2ccccc21
 : -3	4	1	5	5	-2	4	3	-19
> O=C1CCCC2=C1C1(CCCCC1)N=C(Nc1nc3ccccc3s1)N2
 : -12	2	19[fluorescence artefact?]	0	5	-54	9	5	-12
> CCOc1ccc(NC(=O)CSc2nnc(C)n2CC2CCCO2)cc1 (stereo unspecified)
 : -12	8	4	17	-18	-9	9	6	6
> Nc1c(Cl)cc(Cl)cc1C(=O)OCC(=O)NC1CC1
 : 4	-5	4	-8	55*	-16	-1	2	-6
> CCn1c(O)c(C=Nc2ccccc2)oc1=S
 : 8	-7	4	-14	-9	6	-8	8	-22
> CCOCCCn1c(=NC(=O)c2cccnc2)c(C(=O)OCC)cc2c(=O)n3ccccc3nc21
 : -22	11	-12	1	-12	-5	21	4	-20

(further entries)
Screens in order – sEH inh	VCAM1 TNFa inh	Smad3 FoxH1 inh	cytoskel mod	ERb SRC1 inh	HUVEC tox IL1B	sEH activator	Calb biofilm kill	TNFa cytotox
> Cc1cccc(C)c1N1CCN(c2nc(N(C)C)oc(=O)c2C#N)CC1
 : 1	13	nt	13	nt	-13	1	nt	-14
> CCOC(=O)c1c(-c2ccccc2)nc2cc(C)ccn12
 : 4	-8	nt	-36	nt	4	2	nt	-4
> COc1ccc(S(=O)(=O)N2CCCC2C(=O)Nc2nnc(-c3cccnc3)s2)cc1 (stereo unspecified)
 : nt	-18	-4	-3	5	3	nt	nt	-25
> COC(=O)Nc1nnc(CC(=O)Nc2ccccc2C)s1
 : -15	6	8	10	-8	2	15	7	2
> CC(C)(C)n1nc2c(c1NC(=O)c1ccc(S(=O)(=O)N3CCCC3)cc1)CSC2
 : 4	1	-12	13	12	16	-3	11	-4
> CCCCn1c(CNC(=O)Cc2ccccc2)nc2ccccc21
 : 14	11	-7	10	1	12	-12	9	5
> CCCOc1ccc(C(=O)Nc2ccc(Cl)cn2)cc1
 : 18	19	2	nt	-2[fluorescence artefact?]	-3	-19	3	-19
> c1ccc(Cn2nnnc2C(c2cccnc2)N2CCN(C3CCCCC3)CC2)cc1 (stereo unspecified)
 : 7	3	-9	17	0	-32	-6	8	-14
> COc1ccc(CCN2C(=O)CC(Nc3ccc(N4CCOCC4)cc3)C2=O)cc1OC (stereo unspecified)
 : -11	12	12	-10	-10[fluorescence artefact?]	18	9	11	nt
> CCCOC(=O)c1ccc(NC(=O)COC)cc1
 : 5	5	10	12	-17	-5	-4	1	-26
> COc1ccc(N(CC(=O)NN=C2CCCCCCC2)S(=O)(=O)c2ccccc2)cc1Cl
 : -4	-7	nt	-5	nt	-18	2	nt	-13
> O=C(/C=C\Nc1cccc(F)c1)c1ccc2c(c1)OCO2
 : -4	-15	-2	-13	-1	-6	7	9	-4
> Clc1cccc(-c2cc3nc4c(c(N5CCNCC5)n3n2)CCCC4)c1
 : 6	8	-2	-1	2	-24	-2	-3	-17
> c1ccc2c(c1)ncn2-c1ncnc2sc3c(c12)CCCC3
 : 13	23	-2	-11	-2	-25	-10	4	13
> Nc1c(C(=O)NC2CCCC2)c2nc3ccccc3nc2n1/N=C/c1ccco1
 : -8	5	-11	2	8	-9	5	5	-12
> Cc1cc(Nc2cc(C(=O)O)ccc2C)n2ncnc2n1
 : -4	4	-15	-3	-9	-11	6	11	7
> Cc1ccc(-c2c3c(=O)n(C)c(=O)n(C)c3cn2Cc2ccccc2)cc1
 : -1	-3	-17	0	-7	-2	-2	-1	2
> CC(C)c1ccc(NC(=O)c2cccnc2)cc1
 : 56	-2	5	24	-7	-3	-57	8	-64
> O=C(/C=C/c1ccco1)NC(=S)Nc1cccc(-c2nc3ccccc3o2)c1
 : 6	14	nt	4	nt	20	-3	nt	18
> O=c1c2ccccc2nc(SCc2cccc(F)c2)n1Cc1ccco1
 : -1	14	2	8	3	-33	1	9	-12
> CCOC(=O)C1=NN(c2cccc(Cl)c2)C2=NC(C)=C(C(=O)OC)C(c3cccs3)N12 (stereo unspecified)
 : 4	10	10	2	-6	-70	0	7	-12
> CCC(=O)N=c1sc2c(OC)ccc(OC)c2n1C
 : -15	5	-9	8	22	1	14	6	-26
> Cn1nc(C(=O)N2CCCC2)c2ccccc2c1=O
 : -4	16	13	-11	-20[fluorescence artefact?]	48	5	3	21
> COc1ccc2[nH]c(C)c(C(=O)CN3CCN(C(=O)c4ccco4)CC3)c2c1
 : -8	-8	nt	15	nt	11	9	nt	15
> O=S(=O)(NCc1ccccc1)c1cccs1
 : 10	6	0	9	-6	nt	-10	4	-33
> O=C(c1cc(-c2ccccc2)on1)N1CCN(Cc2ccc3c(c2)OCO3)CC1
 : 15	-4	0	1	2	-18	-15	5	-25
> CC(C)(C)C(=O)NCCN1CCN(C(=O)C(C)(C)C)CC1
 : -1	-1	-1	20	1	-2	4	9	-14
> COc1ccc(Cl)cc1-c1n[nH]c(=S)n1C1CCCCC1
 : -4	8	-2	nt	5[fluorescence artefact?]	-18	0	5	-13
> COc1ccc(C2=NOC(C(=O)NCc3cccs3)C2)cc1 (stereo unspecified)
 : -7	-3	4	-4	3	nt	4	-1	-8
> COc1ccc(C(=O)N(CCCO)Cc2cc3c(C)ccc(C)c3[nH]c2=O)cc1OC
 : 3	12	-4	-3	2	-7	-7	4	3

(listing goes on)
Screens in order – sEH inh	VCAM1 TNFa inh	Smad3 FoxH1 inh	cytoskel mod	ERb SRC1 inh	HUVEC tox IL1B	sEH activator	Calb biofilm kill	TNFa cytotox
> O=C(CCCC(=O)N(CC(=O)NC1CCCC1)Cc1ccc2c(c1)OCO2)Nc1ccccn1
 : nt	-16	-4	-9	1	-21	nt	9	-11
> CCC(CC)C(=O)Nc1cc(NC(=O)C(CC)CC)cc(C(=O)O)c1
 : -2	1	1	7	-2[fluorescence artefact?]	-14	2	3	-8
> COC(=O)c1ccccc1OCC(=O)N1CCN(c2ccc(Cl)cc2)CC1
 : 46	2	nt	17	nt	-1	-45	nt	-28
> COc1ccc(Nc2oc(COc3ccc(C)cc3)nc2C#N)cc1
 : 6	-23	-7	2	-6	2	-7	5	-13
> COc1ccc(-c2c(C)n([O-])c3c([n+]2=O)CCCC3)cc1
 : -5	15	-13	30	-11	-5	8	1	-20
> CCOC(=O)c1cnn(CCOC(=O)Cc2cccs2)c1NC(=O)Cc1cccs1
 : 6	5	2	52	9	5	-5	4	-34

Arranged by length of the SMILES (lowest first): some entries from above
Screens in order – sEH inh	VCAM1 TNFa inh	Smad3 FoxH1 inh	cytoskel mod	ERb SRC1 inh	HUVEC tox IL1B	sEH activator	Calb biofilm kill	TNFa cytotox
> COC(=O)c1ccccc1OCC(=O)N1CCN(c2ccc(Cl)cc2)CC1
 : 46	2	nt	17	nt	-1	-45	nt	-28
> CCOC(=O)c1cnn(CCOC(=O)Cc2cccs2)c1NC(=O)Cc1cccs1
 : 6	5	2	52	9	5	-5	4	-34
> O=C(CCCC(=O)N(CC(=O)NC1CCCC1)Cc1ccc2c(c1)OCO2)Nc1ccccn1
 : nt	-16	-4	-9	1	-21	nt	9	-11
